HIV RNase H inh: blocks HIV-1 RNase H cleavage of RNA/DNA duplex. P04585. RT-RNase H RNA/DNA duplex cleavage, fluorescence. inhibition, % at 10 µM. actives 1.9% (n = 65,000). AID 565; in the data active = inhibition above about 50%
RmlC RmlD mix: mixture blocks RmlC and RmlD coupled enzyme activity | RmlC/RmlD coupled enzyme inhibition, 384-well mixture HTS | inhibition, % at 5.5 µM | actives 0.39% (n = 110,000); in the data active = inhibition above about 30%, passing the limit was not always enough; note: strong numbers were not always called active
An asterisk follows results filed as active; nt = no result given. These rows are one share of the data. The share of hits here may be higher or lower than overall.

SMILES	HIV RNase H inh	RmlC RmlD mix
COCCNC(=O)c1c[nH]c2ccc(S(=O)(=O)N3CCC4(CC3)OCCO4)cc2c1=O	-3	8
CCOc1ccc(-n2c(C)nc3c(cnn3-c3ccc(Cl)cc3)c2=O)cc1	-13	-12
O=C(CSc1nc2ccccc2s1)N1CCOCC1	-5	9
COc1cccc(CNc2ccc(Br)cn2)c1O	-11	8
CCO[C@@H]1OC(C(=O)NCc2ccccc2)=C[C@H](c2ccc(Br)cc2)[C@H]1CCCO	nt	9
CC(C)Sc1nc(NCc2ccco2)c2c3c(sc2n1)COC(C)(C)C3	17	6
CN(C)Cc1ccccc1OC(=O)N(C)C	nt	7
CCOC(=O)c1c(C)n(C)c2ccc(OC)c(NC(=O)CN3CCCCC3)c12	-4	nt
Cn1c(SCC(=O)Nc2nccs2)nnc1-c1ccncc1	8	-7
O=C(CN1CCOCC1)OCCCC1CCCCC1	5	6
CCOC(=O)C1C(c2ccc3c(c2)OCO3)NC(=O)NC1(O)C(F)(F)F (centres undefined)	-8	3
CCn1nc2cc(C(=O)NCCc3cccs3)ccc2c1OC	nt	-5
O=C1c2cccc3c([N+](=O)[O-])ccc(c23)C(=O)N1c1ccccn1	nt	9
CC1Cc2nc(SCC(=O)NCc3ccco3)n(Cc3ccccc3)c(=O)c2S1 (centres undefined)	-23	-10
COCCCn1c(N)c(C(=O)OC(C)COC)c2nc3ccccc3nc21 (centres undefined)	3	46*
COc1ccc(C2C(C(C)=O)=C(O)C(=O)N2Cc2cccnc2)cc1 (centres undefined)	nt	11
Cc1cccc(C(=O)Nc2cccc(-c3cnc4ccccc4n3)c2)c1	nt	-8
COc1ccc(NC(=O)Nc2ccc3nccnc3c2)cc1	-16	-10
O=C(OCN1C(=O)c2ccccc2C1=O)C1CCCCC1	-30	-12
O=C(c1ccco1)N(Cc1cccs1)C1CCS(=O)(=O)C1 (centres undefined)	-6	-12
COc1ccc(NC(=O)CCCC2=NS(=O)(=O)c3ccccc3N2)cc1	-9	nt
CCOc1cc(S(=O)(=O)NC2CCCC2)ccc1Cl	-5	27
COc1cc(NC(=O)CSc2nnc3n2C(C)(C)Cc2ccccc2-3)cc(OC)c1	-5	-3
O=S1(=O)NC(=NC2CCCCCC2)c2ccccc21	-9	-7
CCCCn1c(=O)c(C(=O)Nc2cnccn2)c(O)c2ccccc21	-11	nt

Overlap with the part before: 5 compounds, then new ones.
SMILES	HIV RNase H inh	RmlC RmlD mix
COc1ccc(NC(=O)CCCC2=NS(=O)(=O)c3ccccc3N2)cc1	-9	nt
CCOc1cc(S(=O)(=O)NC2CCCC2)ccc1Cl	-5	27
COc1cc(NC(=O)CSc2nnc3n2C(C)(C)Cc2ccccc2-3)cc(OC)c1	-5	-3
O=S1(=O)NC(=NC2CCCCCC2)c2ccccc21	-9	-7
CCCCn1c(=O)c(C(=O)Nc2cnccn2)c(O)c2ccccc21	-11	nt
CN(C)CCN(Cc1ccccc1)c1ccnc(N(C)C)c1C#N	1	nt
CCOC(=O)N1CCN(C(=O)CSc2nnc(-c3cccc(Cl)c3)o2)CC1	-6	-8
O=c1c(Cc2ccc(Cl)cc2)c(O)ccn1Cc1cccc(Cl)c1	nt	12
CC(C)C[C@H](NC(=O)c1nc[nH]c1C(=O)NCC(=O)OC(C)(C)C)C(=O)OC(C)(C)C	nt	4
C=CCOC(=O)C1=C[C@@H](c2ccccc2)[C@H](CCCO)[C@@H](OCC)O1	nt	-5
O=C(Cn1c(=O)[nH]n(-c2ccccc2)c1=O)N1CCCc2ccccc21	-6	5
CCOC(=O)c1c(NC(=O)CSc2nc3ccccc3s2)sc(C)c1C	nt	-7
O=C(COC(=O)c1ccccc1O)Nc1ccc(OC(F)F)cc1	0	-14
Clc1nc(-c2ccccc2)cc(-c2ccc(Br)cc2)n1	nt	102
COc1ccccc1CC(=O)Nc1ccc(-c2noc(COc3ccc(Br)cc3)n2)cc1	nt	11
COC(=O)Cc1c(C)nc2nc(-c3ccccc3)[nH]n2c1=O	-11	-13
O=S(=O)(Cc1ccccc1Cl)CC(O)COc1ccccc1Cl (centres undefined)	nt	-10
CCOC(=O)CCNC(=O)c1ccccc1Br	5	3
Cc1ccc(NC(=O)CN(C)C(=O)CN2C(=O)NC(C)(c3ccccc3)C2=O)cc1 (centres undefined)	-2	6
COc1ccc(OC)c(CNC(=O)C2CCCN(c3nc4ccccc4o3)C2)c1 (centres undefined)	1	7
CCc1ccc(C(=O)COC(=O)c2cnccn2)cc1	nt	-17
O=C(O)C1CCCCC1C(=O)Nc1ccc(F)cc1F (centres undefined)	nt	-3
CC(=O)N(C)CC#CCN1CCC(O)CC1	nt	-16
COc1ccc(C(=O)NCC(=O)Nc2ccc(F)cc2)cc1OC	nt	-7
Cc1cc(Cl)c(S(=O)(=O)NC2CCCC2)cc1OCC(=O)NC1CCCCC1	nt	7
CS(=O)(=O)N1CCC(C(=O)Nc2c(F)cccc2F)CC1	-6	4
COc1ccc(OC)c(NC(=S)NN2CCOCC2)c1	nt	-7
Cc1ccc(-n2c(SCC3CCCCO3)nnc2-c2ccco2)cc1 (centres undefined)	-5	124
COc1cc(C2N(c3cccc(Cl)c3)C(=O)C3CCCN32)cc(OC)c1OC (centres undefined)	-17	5
COc1ccc(-c2cc3ccccc3n2CC(O)CNC(CO)(CO)CO)cc1 (centres undefined)	-2	-7
SMILES	HIV RNase H inh	RmlC RmlD mix
NC(=O)CC[C@@H]1NC(=O)[C@H](CO)NC(=O)c2cc([N+](=O)[O-])cc(I)c2NCCC[C@@H](C(N)=O)NC(=O)[C@H](Cc2ccc(O)cc2)NC1=O	nt	12
NC(=O)CSc1nnc(-c2cc(-c3cccs3)nc3ccccc23)o1	nt	-44
CC(=O)Nc1cc2nn(-c3ccccc3)nc2cc1Cl	3	-15
O=S1CCCSC1c1cccnc1 (centres undefined)	7	-4
Cc1ccc(C(=O)/C=C2\NCC(C)NC2=O)cc1 (centres undefined)	nt	-4
Brc1ccccc1Cn1c(-c2cscn2)nc2ccccc21	nt	5
N#C/C(=C(\O)c1ccco1)c1ccccn1	-8	4
Cc1ccc(Cl)cc1N1CCN(S(=O)(=O)c2c(C)[nH]c(=O)[nH]c2=O)CC1	-1	0
Cc1ccc(S(=O)(=O)N/N=C/c2c(C)nn(-c3ccccc3)c2C)cc1	nt	9
Cn1c(=O)n(C)c2cc(NC(=O)CSc3nnc(-c4ccccc4O)n3-c3ccccc3)ccc21	-24	-2
CCC(=O)Nc1cccc(NC(=O)CSc2nnnn2C)c1	-3	4
CCC(NC(=O)c1ccccc1O)c1ccccc1 (centres undefined)	-13	-7
Cn1nc(CC(=O)Nc2ccc3c(c2)CCC3)c2ccccc2c1=O	5	4
CSc1nnc(NC(=O)C2CCCCC2)s1	-4	-5
CC(=O)c1nn(-c2ccc(Br)cc2)cc1C(=O)c1ccco1	nt	-21
CC(C)C[C@H](NC(=O)c1[nH]cnc1C(=O)N[C@@H](C)c1ccccc1)C(=O)OC(C)(C)C	nt	5
CCOC(=O)c1sc2nccc(N(C)C)c2c1N=CNOCc1ccccc1	nt	-6
CCCCCCCC(=O)N/N=C/c1cccnc1	nt	41
COc1cccc(-n2c(SCC(=O)Nc3cc(C)on3)nc3ccccc3c2=O)c1	-1	15
COc1ccccc1N1CCN(Cc2nc3ccsc3c(=O)[nH]2)CC1	nt	18
CC(C)CCNC(=O)CCn1nc(-c2ccccc2)ccc1=O	-2	nt
COc1cc(OC)c(NC(=O)CCNC(=O)Cn2ccc3ccccc3c2=O)cc1Cl	nt	-7
CCn1c(C)c(C(C)=O)c(SC)nc1=S	nt	-13
O=C(NCC(c1cccnc1)N1CCOCC1)c1cccs1 (centres undefined)	-1	5
O=C(NCCCn1ccnc1)c1cc(C2CC2)on1	10	-4

Filtered by structure, the compounds so far with a furan ring, fused or not
SMILES	HIV RNase H inh	RmlC RmlD mix
CC(C)Sc1nc(NCc2ccco2)c2c3c(sc2n1)COC(C)(C)C3	17	6
CC1Cc2nc(SCC(=O)NCc3ccco3)n(Cc3ccccc3)c(=O)c2S1 (centres undefined)	-23	-10
O=C(c1ccco1)N(Cc1cccs1)C1CCS(=O)(=O)C1 (centres undefined)	-6	-12
Cc1ccc(-n2c(SCC3CCCCO3)nnc2-c2ccco2)cc1 (centres undefined)	-5	124
N#C/C(=C(\O)c1ccco1)c1ccccn1	-8	4
CC(=O)c1nn(-c2ccc(Br)cc2)cc1C(=O)c1ccco1	nt	-21

Back to the main list; the 2 compounds before the break are reprinted first.
SMILES	HIV RNase H inh	RmlC RmlD mix
O=C(NCC(c1cccnc1)N1CCOCC1)c1cccs1 (centres undefined)	-1	5
O=C(NCCCn1ccnc1)c1cc(C2CC2)on1	10	-4
O=C(OC(C(=O)NC1CCCC1)c1ccncc1)C1=Cc2ccccc2OC1 (centres undefined)	nt	9
Cc1cc(C)cc(OCC(=O)OCC(=O)Nc2ccc(Cl)cn2)c1	nt	-5
C[N+](C)(C)CCCC(=O)c1ccc2c(c1)OCO2	nt	-6
CSc1nc(C)c(Cl)c(C)c1C#N	-18	-14
Cc1ccc(NC(=O)C2CCCN2C(=O)Oc2ccccc2)cc1 (centres undefined)	-3	-1
Cc1nc2ccccn2c1C(=O)NC1CCCCC1	2	nt
COc1ccc(NC(=O)CSc2nnc(Cn3c(=O)sc4ccccc43)n2C)c(OC)c1	-5	nt
CC(C)OCCCNC(=O)c1ccc(NC(=O)C2CCCO2)cc1 (centres undefined)	-6	11
COc1ccc(-c2noc(COc3ccc4ccccc4c3Br)n2)cc1OC	-8	-3
Cc1cc2nc3n(c2cc1C)CC1CC(C(=O)NCCc2cccs2)N(C)C31 (centres undefined)	nt	0
COc1cc(OC)c(NC(=O)Nc2ccc(OC)c(OC)c2)cc1Cl	38	-10
COc1ccc(C(C(=O)NC2CCCC2)N(C(=O)c2ccoc2C)c2cc(C)cc(C)c2)cc1 (centres undefined)	nt	-14
CCN1CCCC1CNC(=O)c1cc(S(=O)(=O)CC)c(N)cc1OC (centres undefined)	nt	-8
CC1CCC(NCCc2ccc3c(c2)OCO3)CC1 (centres undefined)	-11	-14
CC(C)C(NS(=O)(=O)c1cccc2nsnc12)C(=O)NCc1ccc2c(c1)OCO2 (centres undefined)	nt	-5
Cc1cc(F)ccc1NCc1ccncc1	-10	-12
Cc1nn2c3ccccc3nc2n(Cc2ccccc2)c1=O	-16	nt
CCC(C)(C)NC(=O)C(c1cccn1C)N(C(=O)Cn1nnc2ccccc21)c1ccc(OC)cc1 (centres undefined)	5	-10
CCCN1Cc2cccc(C(=O)N3CCN(c4ccc(F)cc4)CC3)c2C1=O	nt	23
COc1cc(CN2CCN(S(=O)(=O)c3ccc(NC(C)=O)cc3)CC2)cc(OC)c1O	6	-13
Cc1[nH]n2c(=O)cc(C(C)(C)C)nc2c1-c1ccccc1	17	43
Cc1cccc2cc3c(NC(=O)C(C)C)nn(C)c3nc12	-15	-18
COC(=O)Cc1cc(=O)n2[nH]c(C)c(-c3ccccc3)c2n1	nt	13
O=c1[nH]c(NCCO)nc2ncn(Cc3ccccc3)c12	nt	3
O=C(Nc1ccc(C(F)(F)F)cc1)c1cccnc1N1CCOCC1	nt	-10
SMILES	HIV RNase H inh	RmlC RmlD mix
CCOC(=O)N1CCN(Cc2ccccn2)CC1	23	-7
CN(C)S(=O)(=O)N1CCN(Cc2ccccc2)CC1	nt	10
COc1ccc(Oc2c(Cl)cnn(-c3ccc(F)cc3)c2=O)cc1	nt	4
CCCn1c(SCC(=O)O)nc2ccccc21	-9	-10
COc1ccc(C(=O)N(Cc2ccc(N(C)C)cc2)C2CCS(=O)(=O)C2)cc1 (centres undefined)	-5	2
Cc1coc2c(O)cc3c(c12)OC1(N2CCCCC2)C(=O)NCCCC31 (centres undefined)	39	nt
O=C(Nc1cccc(F)c1)Nc1ccccn1	-9	4
Cc1nn(C)c(C)c1Sc1ccc(Br)cc1	-51	10
CCN1CCN(Cc2ccc(NC(=O)c3ccc(C)c(NC(=O)c4cc(-c5ccc(Br)cc5)n[nH]4)c3)cc2C(F)(F)F)CC1	nt	-12
CC(C)OC(=O)c1c(NC(=O)c2ccco2)sc2c1CCCC2	nt	-34
COc1ccc(Br)cc1[C@H]1[C@@H]2C=CCC[C@@]2(C)C(=O)N1Cc1ccccc1	nt	-7
COCCOCCOCCC(=O)NC1CC2CCC1(C)C2(C)C (centres undefined)	1	14
Cc1ccc(F)cc1NC(=O)c1cccc(N(C)C)c1	-2	-19
NC(=O)C1CCN(Cc2nc3cc(Cl)ccc3c(=O)[nH]2)CC1	nt	-5
O=C(O)/C=C/C(=O)Nc1ccccc1-c1ccccc1	nt	7
CCCC(c1nnnn1Cc1ccccc1)N1CCN(c2ccccc2OC)CC1 (centres undefined)	-5	-11
COc1ccc(CCn2c(C)cc(C(=O)CSc3nnnn3-c3ccccc3)c2C)cc1	nt	19
CNc1nc(Cl)nc(NC(C)(C)C)n1	nt	-13
CCCCn1c(SCC(=O)Nc2cc(C)on2)nnc1-c1cccnc1	-1	-2
CCC(c1nc2ccccc2c(=O)n1CCN1CCOCC1)N1C(=O)c2ccccc2C1=O (centres undefined)	nt	-7
COc1ccccc1CNC(=O)c1ccc(Br)o1	nt	5
CCN1C(=O)c2cccc3c(S(=O)(=O)Nc4ccccn4)ccc1c23	-7	4
Cc1ccc(Nc2ncnc3nc[nH]c23)cc1Cl	-23	-12
Cc1occc1C(=O)NC1CCCc2ccccc21 (centres undefined)	-7	2
COc1cc2c(=O)n(CC3CCCO3)c(=O)n(CC(=O)Nc3ccc(F)cc3F)c2cc1OC (centres undefined)	-1	nt
CCCC(=O)N(CCc1ccc(OC)cc1)Cc1nc2ccccc2c(=O)[nH]1	nt	-11
COC(=O)C1=C(C)N=c2s/c(=C3\C(=O)Nc4ccccc43)c(=O)n2C1c1ccccc1 (centres undefined)	90*	nt

Looked up by structure from the list above (three):
SMILES	HIV RNase H inh	RmlC RmlD mix
Cc1occc1C(=O)NC1CCCc2ccccc21 (centres undefined)	-7	2
CNc1nc(Cl)nc(NC(C)(C)C)n1	nt	-13
COc1ccc(Oc2c(Cl)cnn(-c3ccc(F)cc3)c2=O)cc1	nt	4

Screens (PubChem BioAssay)
